# GAA glycogen – inhibitors or activators of human alpha-glucosidase glycogen cleavage; P10253; recombinant GAA, glycogen substrate, Amplex Red glucose oxidase fluorescence; Potency, µM (titrated, usually from 76.4 µM), without a hit: at the top dose activity change, negative = inhibition, hits mostly inhibitors; 300,000 tested, 0.38% active; active = well fitted inhibition curve with a large enough effect; inconclusive = small, poorly fitted or top-dose-only effect, or another doubt; inactive = no such curve, though single readings can be large or run the other way;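 also: 0% = full enzyme reaction and -100% = no-enzyme basal signal; the screen sought inhibitors and activators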
#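 Recombinant enzyme (4 nM final) with compounds titrated up to 77 uM and bovine liver glycogen (30 ug) in citrate pH 5.0, 0.01% Tween-20, 37 C 40 min. Released glucose detected by Amplex Red/glucose oxidase (Ex 573/Em 610); AC50 from Hill fits.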
# * marks the source's active call; other numbers are inactive results; ? = inconclusive; [ ] = another dose, or the depositor's remark. Potency is read from the fitted curve at half-maximal effect. A portion of the library; count on the stated rates, not on these rows.
SMILES,GAA glycogen
COc1ccc(C2=NS(=O)(=O)N(C)C(C(=O)N3CCOCC3)=C2)cc1OC,15.9%[76.3 µM]
O=C(Nc1cc(Cl)ccc1N1CCOCC1)c1cc2ccccc2o1,4.7%
O=C(Nc1ccccc1C(=O)N1CCOCC1)c1cc2ccccc2o1,-7.2%[76.3 µM]
CCn1cc(/C=C(\NC(=O)c2ccc(OC)cc2)C(=O)N2CCN(C)CC2)c2ccccc21,?
COc1ccc(C(=O)Nc2ccc(NC(=O)c3ccccc3)cc2)cc1S(=O)(=O)N1CCOCC1,-3.3%
CCc1ccccc1NC(=O)CCC(=O)N1CCSc2ccccc21,-6.9%[76.3 µM]
CCOCCCNc1ccc(N2C(=O)CCCC2=O)cc1[N+](=O)[O-],0.4%
O=C(O)c1ccccc1C(=O)NC1=NN(c2ccccc2)CC1,2.1%
CCC1CCCCN1CCCNC(=O)C1CCN(c2nnc(-n3cccc3)s2)CC1 (configuration not stated),-4.7%[76.3 µM]
Cc1ccc(CNS(=O)(=O)c2ccc3c(c2)C(C)(C)C(=O)N3C)cc1,13.0%[76.3 µM]
CSc1ccccc1C(=O)NC1CCSc2ccccc21 (configuration not stated),4.3%
CC1(C)Cc2c(C#N)c(SCCC#N)nc(N3CCOCC3)c2CO1,-6.0%
CC(C)(C)OC(=O)[C@H](Cc1ccccc1)NC(=O)c1[nH]cnc1C(=O)N[C@@H](Cc1ccccc1)C(=O)OCc1ccccc1,-11.7%[76.3 µM]
Cc1ccc(Cn2c(C(=O)O)c(CNC3CCCC3)c3ccc(C)cc32)cc1,-7.7%[76.3 µM]
Cn1nccc1C(=O)N1CCCC(C(=O)c2ccc(C(F)(F)F)cc2)C1 (configuration not stated),1.1%[76.3 µM]
CCOc1ccc(N(C)S(=O)(=O)c2cc(-c3cc(C)no3)ccc2CC)cc1,-3.7%[76.3 µM]
CN1CCc2c(sc(NC(=O)c3cc(Cl)sc3Cl)c2C(N)=O)C1,-17.7%[76.3 µM]
CC(C)(C)OC(=O)N1CCC(c2c(C(=O)N3CCN(C4CCCCC4)CC3)cnn2-c2ccc(F)cc2)CC1,-5.8%[76.3 µM]
CCCn1cc(S(=O)(=O)c2ccccc2)c(=O)c2cc(F)c(N3CCCCCC3)cc21,?
O=C(Cc1ccc(Cl)cc1)Nc1ccccc1C(=O)N1CCCCC1,-8.2%[76.3 µM]
COc1ccc(-n2ncc3c(N(C)C4CCCCC4)ncnc32)cc1,-11.5%[76.3 µM]
CCOC(=O)Nc1ccc2c(c1)N(C(=O)CCN(C)C)c1ccccc1CC2,8.0%
Cc1cc(C)cc(OCC(O)CN2CCN(C(=O)c3ccco3)CC2)c1 (configuration not stated),-1.4%
O=[N+]([O-])c1ccc(C23CC4CC(CC(O)(C4)C2)C3)cc1,1.6%[76.3 µM]
Cc1ccsc1/C=N/N=C/c1sccc1C,-11.2%[76.3 µM]
COc1ccccc1CNc1nc(-c2ccco2)nn1S(=O)(=O)c1ccc(Cl)cc1,-8.8%[76.3 µM]
Cc1cc(C)cc(NC(=O)CCOc2ccccc2)c1,-5.4%
O=C(NCCc1ccccc1)c1ccc2c(c1)OCCO2,-3.2%[76.3 µM]
CCCC(=O)OC1=CN(Cc2ccccc2)S(=O)(=O)c2ccccc21,-9.0%[76.3 µM]
CC1CCCCN1C(=O)CSc1nnc(-c2cccnc2)o1 (configuration not stated),0.5%[76.3 µM]
C=CCOc1c(Br)cc(CNn2c(C)n[nH]c2=S)cc1OCC,?
CCOC(=O)c1ccc(NC(=O)c2cccc3c(=O)c4c([nH]c23)CCCC4)cc1,-5.8%[76.3 µM]
Cc1cc(NC(=O)c2cccs2)cc(-c2nc3ncccc3o2)c1O,-0.9%[76.3 µM]
C=CCNC(=O)c1cc2c(=O)n3cccc(C)c3nc2s1,-5.3%
COc1ccccc1CN(C)C(=O)C(NC(=O)Cc1cccc2ccccc12)C(C)C (configuration not stated),2.7%
COc1ccccc1/C=N/NC(=O)CSc1ccc2ccccc2n1,-8.2%
COc1ccc(C(C)=O)cc1COc1cccnc1[N+](=O)[O-],1.1%
CC(C)(C)c1ccc(Cn2c(=O)cnc3ccccc32)cc1,-5.4%
C=CCN1C(=O)C2(OCCCO2)c2ccccc21,11.9%[76.3 µM]
O=C(CCCN1C(=O)C(c2ccccc2)Oc2cccnc21)Nc1cccc(F)c1 (configuration not stated),6.6%[76.3 µM]
O=C(O)CC1(c2ccc(F)cc2)C2CC3CC(C2)CC1C3 (configuration not stated),-2.7%
COC(C(=O)N/N=C(\C)c1ccc(C)cc1)c1ccccc1 (configuration not stated),-12.1%[76.3 µM]
COCCCN1C(=O)N(c2ccccc2)C(=O)C1CC(=O)Nc1ccccc1 (configuration not stated),-2.9%
COc1ccc(/C=C(/NC(=O)c2ccccc2)C(=O)N2CCCC2)cc1OC,-3.9%
CC(C)(C)c1ccc(C(=O)Nn2cnnc2)cc1,-1.5%[76.3 µM]
CC(=O)c1ccc(N2CCN(S(=O)(=O)c3csc(C(N)=O)c3)CC2)cc1,-4.8%[76.3 µM]
Cc1cc(C(=O)Nc2ccc3c(c2)OCCO3)ccc1[N+](=O)[O-],-9.8%[3.05 µM]
CC1CCCCC1NC(=O)C1CCN(S(=O)(=O)c2cccc3nonc23)CC1 (configuration not stated),1.8%
O=C(Nc1ccccc1)c1cc(S(=O)(=O)Nc2cccnc2)ccc1Cl,-2.0%[76.3 µM]
Cc1ccc(NC(=O)C2CC2c2ccccc2)c([N+](=O)[O-])c1 (configuration not stated),18.9%[76.3 µM]
COc1ccc(CNCC(O)COc2ccc(C(C)(C)c3ccccc3)cc2)cc1 (configuration not stated),-1.8%
Cc1c(Cl)cccc1NC(=O)CN1C(=O)COc2ccc(S(=O)(=O)N3CCOCC3)cc21,4.9%[76.3 µM]
Cc1ccc(N2CC(C(=O)NCCS(=O)(=O)N3CCN(c4ccccc4)CC3)CC2=O)cc1C (configuration not stated),-1.7%[76.3 µM]
CC(OC(=O)c1ccc2c(c1)S(=O)(=O)c1ccccc1C2=O)C(N)=O (configuration not stated),-12.1%
COc1ccc(N2CCN(CCCn3c(=S)[nH]c4ccccc4c3=O)CC2)cc1,-5.4%
CC(=O)Nc1nonc1-c1nnc(SCc2ccccc2Cl)n1C,1.4%[76.3 µM]
CCC(C(=O)OC)n1cnc2c(oc3ccccc32)c1=O (configuration not stated),-12.5%[76.3 µM]
CCC(C)NC(=O)Cn1c(-c2cccs2)cc2cc(Cl)ccc21 (configuration not stated),13.5%[76.3 µM]
CN(C)c1ccc(/C=N/NC2=NS(=O)(=O)c3ccccc32)cc1,-12.2%
CC(NC(=O)c1ccco1)c1ccc2c(c1)OCO2 (configuration not stated),2.1%[76.3 µM]

# Next compounds:
SMILES,GAA glycogen
COc1cccc(CN(C)S(=O)(=O)c2cccs2)c1,5.7%
CC1CCCN(C(=O)CSc2nnc(-c3ccc(O)cc3)o2)C1 (configuration not stated),3.3%
COc1cc(/C=N/N2CCN(c3ccc(Cl)cc3)CC2)cc(OC)c1OC(C)=O,-11.2%[76.3 µM]
O=C(CCc1ccccc1)NC1CCCc2ccccc21 (configuration not stated),8.0%
O=C(Nc1ccccc1C(F)(F)F)c1ccsc1,3.1%
COCCNC(=O)Cc1c(C)c2c(cc(C)c3c(C(C)(C)C)coc32)oc1=O,1.6%
CC1(C)CC(=O)C=C(Nc2ccc3c(c2)CCC3)C1,-5.9%[76.3 µM]
O=C(c1c[nH]c(C(=O)C(Cl)(Cl)Cl)c1)c1c(F)cccc1F,-0.8%
Cc1ccccc1CNC(=O)CCCn1nc(C)c2sc3ccccc3c2c1=O,-10.6%[76.3 µM]
COc1cc(/C=C2\SC(N)=NC2=O)cc(OC)c1,5.3%[76.3 µM]
O=C(OCCCN=C1NS(=O)(=O)c2ccccc21)c1ccccc1,2.7%[76.3 µM]
CCc1ccc(CN(Cc2ccco2)c2cnc(S(C)(=O)=O)nc2C(=O)Nc2cccc(C)c2)cc1,-2.3%[76.3 µM]
CC(=O)Nc1ccc(-c2csc(NC(=O)Cc3ccccc3F)n2)cc1,-0.7%
Cc1c(/C=N/NC(=O)c2cc(Br)ccc2O)c(=O)n(C)c(=O)n1C,1.8%
O=C(Cn1cc(S(=O)(=O)Cc2ccc([N+](=O)[O-])cc2)c2ccccc21)N1CCOCC1,3.0%[76.3 µM]
NC(=O)CC(NC(=O)c1ccc(Br)cc1)c1ccc(N2CCCCCC2)c([N+](=O)[O-])c1 (configuration not stated),-2.9%[76.3 µM]
CSc1ccccc1NC(=S)NCc1ccc(Cl)cc1,-10.2%[76.3 µM]
CCOc1cc(C2C3=C(CC(C)(C)CC3=O)N(CCCOC)C3=C2C(=O)CC(C)(C)C3)ccc1OC,17.2%[76.3 µM]
Fc1ccc(-n2nnc(-c3ccccc3)n2)cc1,9.7%[76.3 µM]
CC1CCCN(S(=O)(=O)c2ccc3[nH]c4c(c3c2)CCCC4)C1 (configuration not stated),-12.7%[76.3 µM]

# Of the compounds above, these contain a COOH group:
SMILES,GAA glycogen
O=C(O)c1ccccc1C(=O)NC1=NN(c2ccccc2)CC1,2.1%
Cc1ccc(Cn2c(C(=O)O)c(CNC3CCCC3)c3ccc(C)cc32)cc1,-7.7%[76.3 µM]
O=C(O)CC1(c2ccc(F)cc2)C2CC3CC(C2)CC1C3 (configuration not stated),-2.7%

# Next results.
SMILES,GAA glycogen
O=C(COc1ccc2ccccc2c1Br)N1CCCCC1,-10.6%[76.3 µM]
O=C(Cc1n[nH]c(=O)c2ccccc12)N/N=C/c1cc2c(cc1Cl)OCO2,3.5%
Cc1cc(=O)oc2cc(NC(=O)Cc3ccccc3)ccc12,4.0%
CCN(CC)S(=O)(=O)c1ccc(N2CCCC2)c(NC(=O)Cc2c(F)cccc2Cl)c1,-1.3%[76.3 µM]
COc1cc(NC(=O)c2cc(-c3ccccc3O)no2)cc(OC)c1OC,-1.7%[76.3 µM]
CC(=O)c1cccc(N(C(=O)c2ccco2)C(C(=O)NC2CCCC2)c2ccccc2F)c1 (configuration not stated),4.9%
Cc1oc2cc3oc(=O)c(CCC(=O)NCCCn4ccnc4)c(C)c3cc2c1C,-16.9%[76.3 µM]
COc1cccc(/C(C)=N/N=C(\C)c2cccc(OC)c2)c1,14.1%[76.3 µM]
CC(C)(C)c1cc(C(=O)NCCCn2ccnc2)cc(C(C)(C)C)c1,-1.4%
CC(C)(Oc1ccc(Cl)cc1)C(=O)O/N=C(\N)c1ccncc1,2.5%
CN1CCC(=O)N([C@H](CO)Cc2ccccc2)CC1,-3.4%[76.3 µM]
COc1ccc(C)cc1S(=O)(=O)N1CCN(S(=O)(=O)c2cc(C(=O)O)ccc2C)CC1,-3.4%[76.3 µM]
Cc1cc(C(C)(C)C)n2nc(C)c(-c3ccccc3)c2n1,-9.7%
CC(=O)c1ccc(NC(=O)CN2CCOCC2)cc1,-10.7%[76.3 µM]
Cc1ccc2nc(CNC(=O)C3CCC(=O)N(Cc4ccccc4F)C3)cn2c1 (configuration not stated),2.0%[76.3 µM]
COc1ccc(COc2ccc3c(C)cc(=O)oc3c2)cc1,4.2%[76.3 µM]
CCOc1ccc(NC(=O)CSc2nc3nc(C)cc(C)n3n2)cc1,0.5%[76.3 µM]
Cc1cccc(Cn2c(SCc3ccc(C(=O)NCc4cccs4)cc3)nc3cccnc32)c1,2.2%[76.3 µM]
COc1ccc(CCNC(=O)c2c(C)nn(CC(C)C)c2Cl)cc1OC,-0.6%[76.3 µM]
COc1ccc(CNC(=O)CCCN2C(=O)c3cccnc3Oc3ccc(Cl)cc32)cc1,-8.3%[76.3 µM]

# Ordered by molecular weight (smallest number first): some entries from above
SMILES,GAA glycogen
CC(C)(Oc1ccc(Cl)cc1)C(=O)O/N=C(\N)c1ccncc1,2.5%
COc1cc(NC(=O)c2cc(-c3ccccc3O)no2)cc(OC)c1OC,-1.7%[76.3 µM]
O=C(Cc1n[nH]c(=O)c2ccccc12)N/N=C/c1cc2c(cc1Cl)OCO2,3.5%

# 3 entries from above, bar-delimited.
Structure | GAA glycogen
CC(NC(=O)c1ccco1)c1ccc2c(c1)OCO2 (configuration not stated) | 2.1%[76.3 µM]
COc1cccc(CN(C)S(=O)(=O)c2cccs2)c1 | 5.7%
CC1CCCN(C(=O)CSc2nnc(-c3ccc(O)cc3)o2)C1 (configuration not stated) | 3.3%

# Other entries:
SMILES,GAA glycogen
O=C(N/C(=C\c1ccco1)C(=O)N1CCOCC1)c1ccccc1Cl,-6.3%
COC(=O)c1ccccc1NC(=O)c1cc(-c2ccccc2O)no1,-6.4%[76.3 µM]
COc1ccc(NC(=O)CSc2nc(C(C)C)nc3c2c(=O)n(C)c(=O)n3C)c(OC)c1,-1.2%[76.3 µM]
Cc1ccc2c(=O)c(CN3CCCCCC3)c(C)[nH]c2c1C,-0.8%
C[C@H](NC(=O)C1CCN(C(=O)[C@H](Cc2ccccc2)NC(=O)OC(C)(C)C)CC1)C(=O)O,-8.1%
Cn1ncc([N+](=O)[O-])c1C(=O)Nc1ccccc1C(=O)O,9.7%[76.3 µM]
COc1ccc(NC(=O)c2sc3ncn(CC(=O)N4CCN(c5ccccn5)CC4)c(=O)c3c2C)c(OC)c1,-10.9%[76.3 µM]
O=[N+]([O-])c1ccccc1S(=O)(=O)N1CCN(C2CCCC2)CC1,-0.5%[76.3 µM]
Cc1cc2c(cc3c(SCc4ccccc4Cl)nnc(C)n32)o1,-6.5%[76.3 µM]
CN(CCN1CCOCC1)C(=O)c1cc(COc2ccc(F)c(F)c2)on1,3.3%[76.3 µM]
COc1ccc2ccccc2c1/C=N/NC(=O)c1nnn(-c2nonc2N)c1CN(C)C,8.3%[76.3 µM]
COc1cccc(OC)c1C(=O)NC(=O)Nc1c(C)cccc1C,3.4%
